# HDAC3 inhib: blocks human histone deacetylase 3 | O15379 | recombinant HDAC3, fluorogenic peptide/trypsin coupled, fluorescence | inhibition, % at 8.3 µM | 320,000 tested, 0.15% active | AID 2718; in the data active = inhibition above about 26%, passing the limit was not always enough
# Target sequence (O15379 whole entry, looked up): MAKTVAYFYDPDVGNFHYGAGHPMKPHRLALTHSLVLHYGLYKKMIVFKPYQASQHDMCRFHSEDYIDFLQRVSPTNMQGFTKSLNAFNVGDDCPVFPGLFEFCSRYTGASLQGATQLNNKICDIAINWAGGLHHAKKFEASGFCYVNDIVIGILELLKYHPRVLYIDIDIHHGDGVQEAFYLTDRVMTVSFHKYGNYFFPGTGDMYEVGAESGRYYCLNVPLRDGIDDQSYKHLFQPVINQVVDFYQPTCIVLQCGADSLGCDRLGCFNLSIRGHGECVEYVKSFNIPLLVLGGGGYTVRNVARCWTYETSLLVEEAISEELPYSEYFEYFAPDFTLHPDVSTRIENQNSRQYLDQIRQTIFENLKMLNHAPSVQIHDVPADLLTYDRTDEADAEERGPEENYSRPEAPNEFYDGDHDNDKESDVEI
# PolyA inh: blocks polyadenylation in yeast reporter cells; S. cerevisiae SKY197-pL101 polyadenylation reporter, beta-gal luminescence; efflux-impaired pdr1/pdr3 knockout yeast; score 100 = 6 SD above DMSO; calls only at 12 µM; 300,000 tested, 0.02% active;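 active = lowest replicate activity score at least 50, where 100 means six control SD above control mean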;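 note: yeast exposed to compound for 9 h at 30 °C; higher score means more reporter readthrough which indicates perturbed polyadenylation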
# KCNQ1 act: human KCNQ1 channel potentiation or activation; P51787; CHO-K1 KCNQ1, thallium flux FluxOR fluorescence; active compounds read high; B-score at 10 µM; 310,000 tested, 0.35% active;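 active = fluorescence ratio B-score, a plate-corrected score, at least three library SD, with initial intensity B-score within 5 SD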
#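 assay system = CHO-K1 cells stably expressing KCNQ1 | medium = assay buffer, equal DMSO in all wells | timing = 37 °C overnight plating, 90-min dark dye load, 20-min compound pretreatment | measured by = kinetic FluxOR thallium fluorescence, 10-s 1-Hz baseline, 110-s post-stimulus read | measure = fluorescence change relative to baseline, converted to B score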
# hERG protect: compounds protecting human hERG from proarrhythmic drug block | 310,000 tested, 0.51% active | AID 1511 | activation (rescue from dofetilide block), less the hit threshold, % at 10 µM | Q12809 | CHO-hERG, FluxOR thallium flux, dofetilide IC70 present;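 active = activation above the mean of controls blocked by dofetilide plus 5 SD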;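 note: thallium influx through hERG after potassium depolarization seen as dye fluorescence rise; in these data hits start at about 4.7%; inactives centre near -7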
# GSK3 alpha inh: human GSK-3 alpha kinase inhibition. 320,000 tested, 0.1% active. AID 2650. inhibition, % at 10 µM. P49840. ADP-Glo luminescence, 60 min;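 in the data active = inhibition above about 50%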;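 note: GST-tagged GSK-3 alpha with peptide substrate and 25 µM ATP; 0% = DMSO neutral wells and 100% = GW8510 positive control wells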
# KCNK9 block: inhibitors of human KCNK9 two-pore domain potassium channel | B-score at 10 µM | Q9NPC2 | HEK293 KCNK9, FluxOR thallium flux fluorescence; active compounds read low | 310,000 tested, 1.2% active;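 active = ratio B-score over 3 SD below the library mean, with starting fluorescence within 5 SD of its mean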;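 note: negative B-score means less thallium flux so channel inhibition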
# Target sequence (Q9NPC2 whole entry, looked up, the tested form may be a part): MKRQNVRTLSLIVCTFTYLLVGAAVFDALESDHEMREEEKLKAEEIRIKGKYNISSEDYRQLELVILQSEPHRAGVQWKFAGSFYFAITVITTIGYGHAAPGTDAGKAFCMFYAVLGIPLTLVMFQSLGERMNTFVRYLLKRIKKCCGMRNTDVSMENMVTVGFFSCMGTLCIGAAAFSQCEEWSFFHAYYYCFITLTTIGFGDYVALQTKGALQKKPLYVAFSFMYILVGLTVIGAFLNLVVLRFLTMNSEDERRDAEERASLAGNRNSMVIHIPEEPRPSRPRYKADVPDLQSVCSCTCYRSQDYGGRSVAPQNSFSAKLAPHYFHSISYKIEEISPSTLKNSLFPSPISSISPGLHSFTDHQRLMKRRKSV
# RGS4 act: RGS4 potentiation or activation; HEK293 M3R/inducible RGS4, carbachol calcium flux Fluo4; active compounds read low; B-score at 10 µM; 310,000 tested, 0.92% active;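 active = B-score of the integrated calcium signal more than 4 SD below the library mean, with starting fluorescence not abnormally high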;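 note: negative B-score means reduced calcium response which marks RGS4 activation or potentiation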
#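 Test system: HEK293 cells with stable M3R and inducible RGS4; also added: carbachol at ECmax as muscarinic agonist stimulus; schedule: dye loading 30 min 37 °C, buffer rest 30 min RT; technique: kinetic calcium fluorescence imaging with Fluo4-AM dye, 2 µM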
# Dyrk1A ADPGlo: blocks rat Dyrk1A kinase activity | 310,000 tested, 0.43% active | ADP-Glo luminescence, NFATc1 peptide | inhibition, % at 12.5 µM; in the data active = inhibition above about 50%;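 note: plate controls were vehicle with enzyme for no effect and no enzyme for full effect; many of its hits are not listed in these tables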
# KCNQ1 block: inhibitors of human KCNQ1 potassium channel | CHO-K1 KCNQ1, FluxOR thallium flux fluorescence; active compounds read high | P51787 | B-score at 10 µM | 310,000 tested, 1.3% active;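 active = compounds whose thallium flux B-score, printed positive for inhibition, exceeds three library SD while starting fluorescence stays within three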;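 note: channel opened by potassium depolarization with thallium stimulus after 20 min compound exposure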
# KCNK3 inh: human KCNK3 channel inhibition, primary screen; O14649; CHO-KCNK3 thallium flux, FluxOR fluorescence; active compounds read low; B-score at 10 µM; 340,000 tested, 0.84% active;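 active = B-score under library mean minus 4 SD, starting fluorescence ratio at most library mean plus 5 SD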;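 note: more negative B-score means stronger inhibition of thallium flux through KCNK3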
# GSK3B inh: inhibitors of human GSK3beta kinase. GST-GSK3beta kinase, ADP-Glo luminescence, 60 min; active compounds read low. activity score (negative = inhibition), % at 10 µM. 300,000 tested, 0.038% active. AID 2097;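 active = more than half of replicate wells score below -50%, meaning over 50% inhibition versus plate controls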;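 note: 0% = median DMSO wells and -100% = median GW8510 positive control wells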
#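 Assay system: GST-tagged human GSK3beta kinase, cell-free; Input: 1.6 ng GSK3beta; Medium: Tris/MgCl2 kinase buffer; Timing: 60 min enzyme reaction, room temperature; Signal: ADP-Glo luminescence quantifying ADP generated by kinase; Evaluation: score relative to plate controls; Benchmarks: DMSO neutral wells and GW8510 at 20 µM as positive.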
# Starred values were filed as active, the others as inactive; i = inactive; . = not tested or not shown. This is a subset, so the mix of outcomes need not match the whole.
# Results follow in this order: KCNK3 inh	KCNK9 block	KCNQ1 act	HDAC3 inhib	Dyrk1A ADPGlo	hERG protect	RGS4 act	GSK3 alpha inh	GSK3B inh	PolyA inh	KCNQ1 block
N#Cc1c(-c2ccc(F)cc2)cc(-c2ccccc2)nc1SCC(=O)NCC(=O)O
    i	i	i	9	2	-6	i	-4	4	i	i
O=C(NCCN1CCNC1=O)C1CCC(=O)N(Cc2cccc(C(F)(F)F)c2)C1 (stereo unspecified)
    i	i	i	-1	-4	-10	i	-1	2	i	i
Cc1cc(Cl)c2oc(C(=O)N(CCO)Cc3ccccc3)c(C)c2c1
    i	i	i	13	-2	-2	i	-4	3	i	i
CCOC(=O)Cn1nnc(-c2ccc([N+](=O)[O-])cc2)n1
    i	i	i	.	.	-2	i	.	2	i	i
O=C(O)CSCC(=O)N1CCN(S(=O)(=O)c2cc(Cl)cc(Cl)c2)CC1
    i	i	i	-4	.	0	i	2	0	i	i
COc1ccc(OC)c(NC(=O)CCS(=O)(=O)c2cc3c(cc2C)NC(=O)CO3)c1
    i	i	i	7	-12	-14	i	-1	1	i	i
CCc1cccc(NC(=O)C2CCN(S(=O)(=O)c3c(C)noc3C)CC2)c1
    i	i	i	2	-2	-3	i	-3	6	i	i
COc1cccc2cc(C(=O)N(Cc3cccs3)CC3CCCO3)c(=O)oc12 (stereo unspecified)
    i	i	i	4	.	0	i	0	1	i	i
COc1ccc(Cn2c(=O)[nH]c3cc(C(=O)N4CCN(c5ccccc5OC)CC4)ccc3c2=O)cc1
    i	i	i	9	1	-7	i	1	-2	i	i
Cc1ccc(Cl)cc1N(Cc1ccc(C(=O)NCc2cccnc2)cc1)S(=O)(=O)c1ccccc1
    i	-8.3*	i	0	8	-8	i	0	1	.	i
Cc1cccc(C(=O)Nc2cccc(Br)c2)c1[N+](=O)[O-]
    i	i	i	10	11	-11	i	1	1	i	i
CCOC(=O)c1cc(-c2ccccc2)n(CC(=O)Nc2ccc(OCC)cc2)c1C
    i	i	i	0	1	-7	i	-3	0	i	i
Cc1ccc(Cn2nnc3c(=O)n(Cc4cc(C)ccc4C)cnc32)cc1
    i	i	i	3	3	-11	i	1	1	i	i
COc1cccc(/C=C/C(=O)OCC(=O)Nc2ccc3[nH]c(=O)[nH]c3c2)c1OC
    i	i	i	3	.	-13	i	-4	-1	i	i
Cc1cc(C(=O)N2CCN(S(=O)(=O)c3ccccc3)CC2)c(C)o1
    i	i	i	3	3	-10	i	-4	-3	i	i
Cc1ccc(S(=O)(=O)CCC(=O)N(CCN2CCOCC2)c2nc3ccccc3s2)cc1
    i	i	i	-5	0	-11	i	-2	-2	i	i
Cc1nnc(NC(=O)c2ccc(S(=O)(=O)C(F)F)cc2)s1
    i	i	i	-9	0	-7	i	1	-2	i	i
O=S(=O)(c1cc(O)ccc1O)c1cccc2c(S(=O)(=O)c3cc(O)ccc3O)cccc12
    i	i	i	-2	-10	-5	i	0	-5	i	i
O=C1COc2ccc(C(=O)c3ccccc3C(=O)NCc3ccco3)cc2N1
    i	i	i	-4	-2	-6	i	2	3	i	i
COc1ccc(S(=O)(=O)Nc2ccccc2C(=O)N2CCOCC2)cc1Cl
    i	i	i	-12	-9	-13	i	-1	1	i	i
OCC1(CCc2ccccc2)CCN(Cc2ccc3nsnc3c2)CC1
    i	i	i	8	-2	-7	i	-2	4	i	i
CSc1nsc(SCC(=O)Nc2ccc(F)cc2)n1
    i	i	i	-1	0	-4	i	-1	2	i	i
CCCCCNC(=O)C(=O)C1C(=O)Nc2ccccc21 (stereo unspecified)
    i	i	i	.	-9	-6	i	-1	3	i	i
Cc1nc(-c2coc3cc(OCC(=O)O)ccc3c2=O)cs1
    i	i	i	0	12	-6	i	-5	-2	i	i
Cc1cc(-c2nnc(SCC(=O)Nc3nc(-c4ccccc4)cs3)o2)no1
    i	i	i	0	-1	-7	i	-2	-2	i	i
COc1ccc(NC(C)C(=O)Nc2ccc(C#N)cc2)cc1Cl (stereo unspecified)
    i	i	i	-1	-3	-12	i	0	-4	i	i
CC(=O)c1cccc(NC(=O)NC(C)c2ccc3c(c2)OCO3)c1 (stereo unspecified)
    i	i	i	3	-5	-3	i	4	-4	i	i
O=C(c1ccc(-c2ccccc2)cc1)N1CCN(c2ccccn2)CC1
    i	i	i	1	0	-21	i	-5	0	i	i
Cc1ccc(SCC(=O)NNC(=O)C2CCCCC2)cc1
    i	i	i	9	5	-6	i	3	2	i	i
Cc1cc(C)cc(NC(=S)NC2CC3CCCC(C2)N3C2CCCC2)c1 (stereo unspecified)
    i	i	i	-1	2	-25	i	1	4	i	i

# As a short view, part of the list above:
# Results follow in this order: KCNK3 inh	KCNK9 block	KCNQ1 act	HDAC3 inhib	Dyrk1A ADPGlo	hERG protect	RGS4 act	GSK3 alpha inh	GSK3B inh	PolyA inh	KCNQ1 block
N#Cc1c(-c2ccc(F)cc2)cc(-c2ccccc2)nc1SCC(=O)NCC(=O)O
    i	i	i	9	2	-6	i	-4	4	i	i
O=C(NCCN1CCNC1=O)C1CCC(=O)N(Cc2cccc(C(F)(F)F)c2)C1 (stereo unspecified)
    i	i	i	-1	-4	-10	i	-1	2	i	i

# Next part
# Results follow in this order: KCNK3 inh	KCNK9 block	KCNQ1 act	HDAC3 inhib	Dyrk1A ADPGlo	hERG protect	RGS4 act	GSK3 alpha inh	GSK3B inh	PolyA inh	KCNQ1 block
CCCCn1c(Cc2ccccc2)nnc1SCC(=O)Nc1cc(C)on1
    i	i	i	0	-7	-14	i	-1	-2	i	i
CCOc1ccc(S(=O)(=O)Nc2ccc(C(=O)N3CC(C)OC(C)C3)cc2)cc1 (stereo unspecified)
    i	i	i	1	-8	-18	i	0	2	i	i
CCCCc1cc(=O)oc2c(C)c(OCC(=O)NCc3ccccn3)ccc12
    i	i	i	0	-2	-4	i	0	2	i	i
CC(OC(=O)Cc1ccc(F)cc1)C(=O)NCc1ccc2c(c1)OCO2 (stereo unspecified)
    i	i	i	-3	9	-17	i	-3	3	i	i
COCCn1c(Br)nc2c1c(=O)n(C)c(=O)n2C
    i	i	i	3	0	-12	i	-1	3	i	i
O=C(CSc1nc2cc(C(=O)O)ccc2c(=O)n1-c1ccc(F)cc1)Nc1ccc(F)c(F)c1F
    i	i	i	.	12	-7	i	0	-6	i	i
CC1=NOC(=O)/C1=C\c1ccc(-c2ccc(Br)cc2)o1
    i	i	i	.	-4	-20	i	.	1	i	i
N#Cc1ccc(Oc2ncccn2)cc1
    i	i	i	-4	-2	-4	i	-2	1	i	i
CC(=O)C1=C(O)C(=O)N(Cc2cccnc2)C1c1ccccc1Cl (stereo unspecified)
    i	i	i	-3	4	-3	i	-5	2	i	i
CCN(Cc1ccccc1)C(=O)CCc1nc(-c2ccc(C)cc2)no1
    i	i	i	8	-6	-11	i	-6	-2	i	i
CCOc1ccc(-c2ccc(C=O)o2)c([N+](=O)[O-])c1
    i	i	i	1	-7	-7	i	0	-2	i	i
Cc1ccc(C(=O)CSc2nc(C(C)C)nc3ccccc23)cc1
    i	i	i	16	4	-2	i	-2	3	i	i
COc1ccc(NC(=O)COC(=O)CCCc2c[nH]c3ccccc23)cc1OC
    i	i	i	2	-6	-5	i	-5	-2	i	i
CNC(=O)NC(=O)COC(=O)c1n[nH]c2ccccc12
    i	i	i	-6	-7	-6	i	1	0	i	i
COCCNC(=O)C1CC2Cn3c(nc4cc(Cl)c(Cl)cc43)C2N1C (stereo unspecified)
    i	i	i	8	1	-4	i	-1	6	i	i
O=C(CSc1nnc(-c2cccnc2)n1CCN1CCCCC1)Nc1cccc(Cl)c1
    i	i	i	-4	7	-11	i	-2	1	i	i
COc1cc(OC)cc(C(=O)NCC2CCCN(C(=O)c3csc(C(C)C)n3)C2)c1 (stereo unspecified)
    i	i	i	8	-3	0	i	-2	0	i	i
CCOC(=O)Cc1csc(SCc2nc3ccccc3c(=O)[nH]2)n1
    i	i	i	-6	-1	-15	i	5	0	i	i
Cc1[nH]n(-c2ccccc2)c(=O)c1C1(C(F)(F)F)C(=O)N(c2ccccc2)C2=C1C(=O)CC(C)(C)C2 (stereo unspecified)
    i	i	i	1	1	-11	i	-1	2	i	i
O=C(O)CN1C(=O)/C(=C2\C(=O)N(Cc3ccccc3Cl)c3ccccc32)SC1=S
    i	i	i	7	2	-8	i	-1	-3	i	i
CCOc1cc(C#N)c(NC(=O)c2cccnc2)cc1OCC
    i	i	i	-4	-4	-1	i	6	2	i	i
Nc1ccc(C(=O)OCc2nc3ccccc3s2)cc1
    i	i	i	-1	.	-5	i	-5	1	i	i
Cc1cccc(/C=N/NC(=O)c2cc(Br)ccc2OCc2ccccc2)n1
    i	i	i	4	15	-11	i	2	3	i	i
COc1ccc(-c2ccc(C#N)c(OC(=O)c3c(Cl)cccc3Cl)n2)cc1
    i	i	i	-14	11	-8	i	-3	0	i	i
COc1cccc(CN2C[C@]34C=C[C@@H](C[C@@H]3S2(=O)=O)O4)c1
    i	i	i	0	3	-2	i	1	-1	i	i
CCOC(=O)C(C)Oc1cccc2c(=O)n(CC(=O)N3CCc4ccccc43)ccc12 (stereo unspecified)
    i	i	i	.	-1	-14	i	-3	2	i	i
O=C(NC1(C(=O)NC2CCCC2)CCCCC1)c1ccc2c(c1)OCO2
    i	i	i	6	3	-7	i	-4	2	.	i
O=S(=O)(NC1CCCC1)c1ccc(S(=O)(=O)NC2CCCC2)cc1
    i	i	i	2	-3	-4	i	5	0	i	i
CC(=O)NCCCc1c[nH]c2ccc(Cl)cc12
    i	i	i	-7	2	-1	i	-1	-1	i	i
O=S(=O)(Nc1ccc2oc(-c3ccccc3)nc2c1)c1ccccc1
    i	i	i	-5	0	-4	i	-1	3	i	i
O=C1C2C3CC(C(Br)C3Br)C2C(=O)N1c1nccs1 (stereo unspecified)
    i	i	i	-6	.	-12	i	1	1	i	i
C=C1C(C(=O)N2CCN(C)CC2)C1C(=O)N1CCN(C)CC1 (stereo unspecified)
    i	i	i	-1	0	-6	i	-2	0	i	i
CSc1nc(C)cc(/C=C\c2ccccc2)c1C#N
    i	i	i	0	6	-12	i	.	1	i	i
COc1ccc(-n2ccnc2CN2CCCC(CO)(Cc3cccc(OC)c3)C2)cc1 (stereo unspecified)
    i	i	i	0	8	-8	i	0	-1	i	i
COC(=O)C1CC(=O)N(Cc2ccccc2)C1 (stereo unspecified)
    i	i	i	1	0	-17	i	-1	5	i	i

# Screening results as filed in PubChem.
